Assay outcomes: PubChem BioAssay, Broad Institute
ERAP1 HTS inh = ERAP1 (human) enzyme inhibition; 0.15% of 340,000 active; recombinant ERAP1, Leu-AMC fluorescence, 60 min; Q9NZ08; AID 652197; inhibition, % at 10.7 µM;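 active = mean replicate inhibition of at least 30%, or all replicates individually reaching that 30% level; inactive = mean below 30% and not every replicate reaching it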;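 note: 0% = neutral control wells and 100% = L-leucinethiol positive control wells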
EWS-Fli block = inhibitors of EWS/Fli oncoprotein transcriptional activity; A673 NR0B1-luciferase reporter, viability-normalised; inhibition, % at 12.6 µM; 0.67% of 350,000 active; AID 651661;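 active = mean inhibition of at least 50% after viability correction, with every replicate also passing that limit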;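 note: firefly luciferase signal divided by Alamar Blue viability fluorescence both relative to DMSO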
S100A4 inh HTS = inhibitors of human S100A4 binding to myosin IIA peptide; 0.14% of 360,000 active; AID 652163; P26447; S100A4/TAMRA-MyoIIA peptide fluorescence polarization; inhibition, % at 10.7 µM;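 active = mean inhibition of at least 70% across replicates, with every replicate also reaching that level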
Target sequence (P26447 whole entry, looked up): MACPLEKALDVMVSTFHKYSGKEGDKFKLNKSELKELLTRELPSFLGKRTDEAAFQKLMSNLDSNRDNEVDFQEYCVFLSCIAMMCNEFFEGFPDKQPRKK
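System – human S100A4 monomer protein, biochemical binding assay · Buffer or medium – Calcium-containing HEPES buffer, pH 7.2 · Timing – 5 min between mix addition and reading · Also added – TAMRA-labelled myosin IIA heavy-chain peptide probe, 5 nM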
PglD DTNB = blocks C. jejuni PglD acetyltransferase activity; purified PglD enzyme, DTNB colorimetric CoA detection; inhibition, % at 12.5 µM; 0.098% of 360,000 active; AID 602405; in the data active = inhibition above about 16%, passing the limit was not always enough; note: strong numbers were not always called active
PAX8 inh HTS = PAX8 transcriptional activity inhibition | RMG-I TPO-luciferase reporter, SteadyGlo, 24 h | inhibition, % at 12.6 µM | 1.2% of 360,000 active;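 active = mean replicate inhibition at least 60% with every replicate also reaching 60%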;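 note: luciferase light reporting Pax8 driven TPO promoter activity; plate controls were median of neutral control wells for no effect and mitoxantrone controls for full effect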
LGR2 antag = Drosophila LGR2 receptor signaling inhibition; HEK293 LGR2, CRE-luciferase, bursicon-stimulated, 4 h; inhibition, % at 9.99 µM; 0.35% of 380,000 active; AID 720647;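 active = drop in luminescence signal, shown as inhibition above about 50% in the replicate tests, limit read from the data, passing the limit was not always enough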;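 note: agonist challenge used bursicon conditioned medium at about half maximal strength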
PGC1a acetyl inh = PGC1a acetylation modulation, inhibitor mode; U2OS PGC1a acetylation, AlphaScreen anti-acetyl-lysine; with virally co-expressed GCN5 acetyltransferase; inhibition, % at 15.6 µM; 0.17% of 350,000 active;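 active = every replicate shows inhibition of at least 40%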;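 note: 0% = neutral control wells and 100% = positive control wells; some results beyond the cut were filed as inactive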
FN deposition inh = fibronectin deposition inhibition; AH1F fibroblasts, Alexa488-fibronectin deposition fluorescence, overnight; inhibition, % at 12.6 µM; 0.086% of 350,000 active; AID 743247;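 active = mean inhibition across replicates of 30% or more, regardless of how many single replicates reach that level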;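 note: positive control wells lacked labelled fibronectin entirely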
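Assay system: AH1F fibroblasts / Quantity: 10000 cells per well / Medium: DMEM plus 2% serum, read in PBS / Reagent: labelled fibronectin 24 nM / Dosing: single dose, pinned / Times: 1 h cell attachment, overnight exposure to compound and label / Signal: fluorescence, ex 485 nm, em 525 nm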
* hit, by the source's call; nt = no result given; & = joins results of further samples.

Start of the data: the first 3 records, ahead of the listing:
SMILES | ERAP1 HTS inh | EWS-Fli block | S100A4 inh HTS | PglD DTNB | PAX8 inh HTS | LGR2 antag | PGC1a acetyl inh | FN deposition inh
O=C(NC1CCCC1)c1nc(-c2ccco2)oc1-c1ccccc1 | 0 | 10 | 0 | nt | 6 | 1 | nt | -7
CC(C)c1[nH]nc2c1C(c1ccc(F)cc1)NC2=O (centres undefined) | -2 | -11 | -7 | nt | -15 | -12 | nt | 14
CC(C)NC(=O)N1[C@@H](C#N)[C@H](c2ccc(C#CC3CCCCC3)cc2)[C@@H]1CO | 1 | -26 | -4 | 1 | 1 | -2 | -17 | 3

Main list (from the top)
SMILES | ERAP1 HTS inh | EWS-Fli block | S100A4 inh HTS | PglD DTNB | PAX8 inh HTS | LGR2 antag | PGC1a acetyl inh | FN deposition inh
O=C(NC1CCCC1)c1nc(-c2ccco2)oc1-c1ccccc1 | 0 | 10 | 0 | nt | 6 | 1 | nt | -7
CC(C)c1[nH]nc2c1C(c1ccc(F)cc1)NC2=O (centres undefined) | -2 | -11 | -7 | nt | -15 | -12 | nt | 14
CC(C)NC(=O)N1[C@@H](C#N)[C@H](c2ccc(C#CC3CCCCC3)cc2)[C@@H]1CO | 1 | -26 | -4 | 1 | 1 | -2 | -17 | 3
O=C(CCN1CCCCC1)NCC[C@@H]1CC[C@H](NC(=O)C2CCC2)[C@H](CO)O1 | -2 | -1 | -1 | 1 | 4 | -14 | 11 | nt
COC(=O)CC(c1ccccc1F)N1Cc2ccccc2C1=O (centres undefined) | -4 | -3 | -3 | 7 | 11 | 21 | 3 | 8
NC(=O)c1ccc(NC(=O)Nc2ccc3c(c2)OCO3)cc1 | 4 | -55 | -22 | -2 | -66 | -9 | -3 | -9
CCC(C)NC(=O)Cn1cnc2sc(C)c(S(=O)(=O)N3CCCCC3)c2c1=O (centres undefined) | -1 | -3 | -4 | -6 | 2 | -6 | 10 | -3
COc1cc(C(=O)OCC(=O)N2CCCCCC2)c([N+](=O)[O-])cc1OC | -1 | 6 | 2 | 3 | 9 | 1 | 10 | -1
O=C(c1ccccc1-c1ccccc1)N1CCOCC1 | nt | nt | nt | 0 | 6 | nt | 0 | -8
O=C(COC(=O)c1cc(Br)ccc1O)NC1CCCCCC1 | -3 | -1 | -2 | -4 | -4 | -6 | -2 | nt
COc1ccc(/C=C/C(=O)O/N=C(\N)c2ccccc2)cc1OC | 2 | -75 | -2 | 0 | -60 | -1 | -4 | 6
COc1cccc(C=NCCNC(=O)c2nonc2N)c1O | nt | nt | nt | -4 | -6 | nt | 5 | -3
Cc1ccc(S(=O)(=O)Nc2ccc3c(c2)C(=O)N([C@H](C)CO)C[C@H](C)[C@@H](CN(C)C(=O)CCCN(C)C)OCCCC[C@H](C)O3)cc1 | -2 | -9 | -2 | 0 | -12 | -14 | 3 | 8
Cc1ccc(S(=O)(=O)N2C[C@]3(O)C[C@@H]4C(=O)N(c5ccccc5)C(=O)[C@@H]4C[C@]3(OC(=O)NC3CC3)C2)cc1 | -3 | 5 | 6 | -6 | 2 | 2 | 12 | 5
CCN(CC)C(=O)NC(c1ccc(C)c(F)c1)C(Cl)(Cl)Cl (centres undefined) | 0 | 3 | 8 | nt | 15 | 1 | nt | 2

Among those listed so far, these contain fluorine.
SMILES | ERAP1 HTS inh | EWS-Fli block | S100A4 inh HTS | PglD DTNB | PAX8 inh HTS | LGR2 antag | PGC1a acetyl inh | FN deposition inh
CC(C)c1[nH]nc2c1C(c1ccc(F)cc1)NC2=O (centres undefined) | -2 | -11 | -7 | nt | -15 | -12 | nt | 14
COC(=O)CC(c1ccccc1F)N1Cc2ccccc2C1=O (centres undefined) | -4 | -3 | -3 | 7 | 11 | 21 | 3 | 8
CCN(CC)C(=O)NC(c1ccc(C)c(F)c1)C(Cl)(Cl)Cl (centres undefined) | 0 | 3 | 8 | nt | 15 | 1 | nt | 2

Additional records follow:
SMILES | ERAP1 HTS inh | EWS-Fli block | S100A4 inh HTS | PglD DTNB | PAX8 inh HTS | LGR2 antag | PGC1a acetyl inh | FN deposition inh
Cc1cc(NC(=O)c2ccccc2)no1 | -3 | -42 | -1 | -6 | -56 | -18 | 0 | 1
C[C@@H]1CN([C@H](C)CO)C(=O)Cc2cc(NC(=O)NC3CCCCC3)ccc2O[C@H]1CN(C)S(=O)(=O)c1ccc(F)cc1 | -1 | -5 | -7 | -6 | -2 | -8 | 8 | nt
C[C@@H]1CN([C@H](C)CO)C(=O)c2c(c3ccccc3n2C)-c2ccccc2CO[C@@H]1CN(C)S(=O)(=O)c1cccs1 | -1 | 17 | -1 | -3 | 19 | 0 | 3 | -9&5
COc1ccc2c(c1OC)C(=O)NC(C)=C(C(=O)OC(C)(C)C)C2O (centres undefined) | nt | nt | 34 | 2 | nt | -11 | 9 | 1
O=C(CSc1n[nH]c(=O)n1-c1cccnc1)N1CCOCC1 | 0 | -3 | 1 | -3 | -19 | 5 | -3 | 11
O=C(OCC(=O)N1CCc2ccccc21)c1cc(S(=O)(=O)N2CCOCC2)ccc1F | 2 | 7 | -3 | nt | -1 | 6 | nt | -3
COc1ccc(CCN2C(=S)N(C)C(=O)C2CC(=O)Nc2ccc(F)cc2)cc1 (centres undefined) | -2 | 0 | -17 | 6 | -37 | nt | 1 | -9
CCOC(=O)c1ccc(NC(=O)c2nc(SC)ncc2Cl)cc1 | -5 | -6 | 3 | 2 | -2 | 1 | nt | -8
COc1ccc(CNC(=O)[C@H](C)NC(=O)C2CCN(C(=O)[C@H](CCSC)NC(=O)OC(C)(C)C)CC2)cc1 | nt | -8 | 1 | -1 | nt | -1 | 11 | nt
COc1ccc(S(=O)(=O)N2CCN(C3Cc4ccccc4C3)CC2)cc1 | 10 | 14 | -3 | nt | 18 | -9 | nt | -1
COc1ccc(-c2[nH]ncc2CN(C)Cc2cnccn2)c(OC)c1 | 3 | 2 | -5 | 0 | 5 | -11 | 5 | -4
O=C(C1CCN(S(=O)(=O)c2cccs2)CC1)N(c1ccccn1)C1CCCCC1 | 1 | 1 | -1 | -1 | 16 | 20 | 13 | -8
C[C@H]1CN([C@@H](C)CO)C(=O)c2cc(-c3ccccc3F)cnc2O[C@@H]1CN(C)C(=O)c1ccccn1 | 0 | -15 | -26 | -1 | nt | 16 | 2 | -2
O=S(=O)(c1ccc(F)cc1)N1CCCCN2[C@H](CO)[C@H](c3ccc(-c4ccccc4)cc3)[C@@H]2C1 | -1 | 2 | -2 | 1 | 34 | 37 | -5 | nt

Some of these compounds in order of molar mass, lowest first.
SMILES | ERAP1 HTS inh | EWS-Fli block | S100A4 inh HTS | PglD DTNB | PAX8 inh HTS | LGR2 antag | PGC1a acetyl inh | FN deposition inh
Cc1cc(NC(=O)c2ccccc2)no1 | -3 | -42 | -1 | -6 | -56 | -18 | 0 | 1
O=C(CSc1n[nH]c(=O)n1-c1cccnc1)N1CCOCC1 | 0 | -3 | 1 | -3 | -19 | 5 | -3 | 11
CCOC(=O)c1ccc(NC(=O)c2nc(SC)ncc2Cl)cc1 | -5 | -6 | 3 | 2 | -2 | 1 | nt | -8
COc1ccc(S(=O)(=O)N2CCN(C3Cc4ccccc4C3)CC2)cc1 | 10 | 14 | -3 | nt | 18 | -9 | nt | -1
COc1ccc(CCN2C(=S)N(C)C(=O)C2CC(=O)Nc2ccc(F)cc2)cc1 (centres undefined) | -2 | 0 | -17 | 6 | -37 | nt | 1 | -9

Outcome played no part in choosing rows. Share with any hit: about 2.1%.
